Bioassay records (PubChem BioAssay)
M17LAP inhibition: P. falciparum M17LAP inhibitors, primary screen, biochemical, fluorogenic H-Leu-NHMec substrate, 1536-well (AID 1619); recombinant M17LAP, H-Leu-NHMec fluorogenic kinetic assay; higher % means a stronger effect; inhibition, % at 30 µM, or IC50 in µM where a hit was titrated; 220,000 compounds, 0.38% hits;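 active = compound inhibiting the enzyme by more than half at any dose during confirmatory dose-response retesting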;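 also: plate controls were full reaction with DMSO carrier for no effect and no enzyme background for full effect; strong numbers were not always called active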
XIAP antagonists: XIAP antagonists, biochemical, IAP family, fluorescence polarization (AID 1018) | E3 ubiquitin-protein ligase XIAP (Homo sapiens) | XIAP BIR domain, fluorescence polarization peptide displacement; higher % means a stronger effect | displacement, % at 20 µM; hits with a dose series show IC50 in µM | 200,000 compounds, 0.007% hits; in the data active = displacement above about 50%; also: a part of the inactive calls stands beside numbers as strong as those of hits
P. falciparum M1AAP: P. falciparum M1AAP inhibitors, biochemical, fluorogenic H-Leu-NHMec substrate, 1536-well (AID 1445) | 220,000 compounds, 0.42% hits | Aminopeptidase N (Plasmodium falciparum (isolate 3D7)) | recombinant M1AAP, H-Leu-NHMec fluorogenic kinetic assay; higher % means a stronger effect | inhibition, % at 30 µM; hits with a dose series show IC50 in µM;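 active = primary inhibition above the hit cutoff, then over 50% inhibition at one or more dose response concentrations, cut at about 23% in these data, passing the limit was not always enough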;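 also: plate controls were DMSO full reaction for no effect and no enzyme background for full effect; strong numbers were not always called active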
human PMI inhibition: inhibitors of human PMI, primary screen, biochemical, fluorescence intensity, coupled assay (AID 1209) | Mannose-6-phosphate isomerase (Homo sapiens) | purified PMI enzyme, coupled fluorescence intensity; higher % means a stronger effect | inhibition, % at 20 µM, or IC50 in µM where a hit was titrated | 190,000 compounds, 0.42% hits;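 also: plate controls were DMSO vehicle for no effect and wells lacking substrate for full effect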
PMI inhibition: human PMI inhibitors, high substrate, primary screen, biochemical, fluorescence intensity, high mannose 6-phosphate (AID 1220). recombinant PMI enzyme, coupled fluorescence intensity; higher % means a stronger effect. one-dose inhibition, % at 20 µM; IC50 in µM for titrated hits. 190,000 compounds, 0.66% hits. Mannose-6-phosphate isomerase (Homo sapiens)
Lipid droplet: inhibitors of hepatocyte lipid droplet formation, primary screen, imaging, high-throughput imaging, BODIPY stain. AML12 mouse hepatocytes, oleate lipid droplets. AID 1656, 2009. inhibition, % at 6.5 µM. 240,000 compounds, 0.4% hits;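 active = lipid droplet intensity inhibited by at least 50%, with more than 500 cells counted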
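Test system: AML12 hepatocytes (mouse); reagent: oleate loading, 100 µM; dosing: one dose, 6.5 µM compound; incubation: overnight exposure; signal: fluorescence imaging, 20x objective, two fields per well; read-out basis: % inhibition of corrected integrated BODIPY droplet signal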
Siah-1 displacement: Siah-1 peptide-binding antagonists, primary screen, biochemical, fluorescence polarization, rhodamine-plectin, uHTS (AID 1817). E3 ubiquitin-protein ligase SIAH1 (Homo sapiens). Siah-1 / rhodamine-plectin peptide fluorescence polarization; higher % means a stronger effect. displacement, % at 20 µM; hits with a dose series show IC50 in µM. 290,000 compounds, 0.02% hits;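 active = displacement of at least 50% at 20 µM, with a fluorescence ratio check between 0.3 and a set limit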;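 also: plate controls were Siah plus tracer with DMSO for no effect and tracer alone without Siah for full effect; strong numbers were not always called active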
UTI89 phage lysis: inhibition of K1F phage lysis, E. coli UTI89, bacterial capsule biogenesis inhibitors, alamar blue (AID 488966). 340,000 compounds, 0.02% hits. inhibition, % at 100 µM, or IC50 in µM where a hit was titrated. E. coli UTI89 K1F phage lysis, alamar blue, 2 h; higher % means a stronger effect;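 active = phage lysis inhibition, versus mean bacterial control, above a set limit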;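 also: capsule biogenesis inhibitors block K1F phage lysis so surviving cells raise fluorescence; higher fluorescence means more inhibition of phage lysis; actives were called in the ten point dose series up to 300 µM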
TNAP activators: human TNAP enzyme activators, primary screen, biochemical, luminescent, no phosphate acceptor, uHTS (AID 1001) | activation fold at 20 µM; hits with a dose series show EC50 in µM | purified TNAP, luminescent activation assay, no phosphate acceptor; higher activation fold means a stronger effect | 200,000 compounds, 0.03% hits | Alkaline phosphatase, tissue-nonspecific isozyme (Homo sapiens); in the data active = activation fold from about 3, or a potency from the dose series; inactive = the rest, 99 in 100 with activation fold below about 1.6; also: many of its hits are not listed in these tables
Lipid droplet cells 6.5 µM: further read-out of Lipid droplet, marked with its call; cell count; measured here: cell count, cytotoxicity flag;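 cells counted across two imaged fields per well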
Active calls of the source: *; . = not tested or not shown; [ ] = remark or other dose. Rule as the data show it, unless noted: active = inhibition above about 50%; inactive = the rest.

Results follow in this order: Lipid droplet	TNAP activators	PMI inhibition	P. falciparum M1AAP	Siah-1 displacement	XIAP antagonists	Lipid droplet cells 6.5 µM	human PMI inhibition	M17LAP inhibition	UTI89 phage lysis
> Cc1ccc(NC(=O)C(C)N2C(=O)C3CC=C(Cl)CC3C2=O)cc1 (stereo not given)
 : -11	1.1	10%	9%	0%	-1.4%	768	16%	8%	5.7%
> COc1ccc(NS(=O)(=O)c2cc(NC(=O)c3cnc(C)cn3)ccc2N2CCCCC2)cc1
 : -20	1	11%	0%	5%	-14%	632	8%	-2%	3.0%
> COc1ccc(N2Cc3cccc(C(=O)N4CCN(C(=O)c5ccco5)CC4)c3C2=O)cc1
 : .	0.9	9%	2%	0%	6.1%	.	-3%	4%	-0.5%
> CCCN(CCC)CCCNc1ccc(C(=O)Nc2cccc(OC)c2)cc1[N+](=O)[O-]
 : 23	0.9	-8%	2%	0%	-19%	713	-10%	-4%	0.1%
> COc1cc2c(cc1OC)-c1cc(NC3CCCCCC3)nc(=O)n1CC2
 : .	1.1	-9%	2%	-3%	-5.0%	.	-3%	-6%	-0.6%
> COc1ccc(-n2nc(C(=O)O)c3ccccc3c2=O)cc1
 : 2	0.9	-10%	1%	4%	-5.1%	756	-2%	7%	2.9%
> CCOC(=O)N1CCN(S(=O)(=O)c2cc(-c3nn4c(C)nnc4c4ccccc34)ccc2C)CC1
 : .	1.1	11%	1%	4%	-8.1%	.	12%	-1%	-0.1%
> CCCN=C1NC(=O)C(CC(=O)NCCc2ccc(OC)c(OC)c2)S1 (stereo not given)
 : -8	1	-8%	4%	4%	-4.4%	705	-8%	-1%	-0.1%
> COC(=O)c1ccccc1OCCCN(C)C
 : -6	1.1	-3%	0%	-2%	1.3%	539	-1%	12%	0.8%
> Clc1ccccc1-c1nn2c(-c3ccccn3)nnc2s1
 : .	1	-1%	8%	-1%	0.8%	.	1%	10%	0.3%
> CC(=O)Nc1ccc(NC(=O)c2cccc3c2-c2ccccc2C3=O)cc1
 : 2	1.1	-3%	-6%	-6%	-14%	666	-1%	-8%	0.2%
> CCC(=O)NC(Nc1sc2c(c1C(=O)OC)CCCC2)(C(F)(F)F)C(F)(F)F
 : .	1.1	-4%	1%	-1%	-4.4%	.	2%	7%	-0.9%
> Cn1cnnc1SCC(=O)c1cc2ccccc2o1
 : 7	1.2	-15%	8%	2%	-1.4%	729	-19%	7%	-0.1%
> Cc1ccc(S(=O)(=O)NCC(=O)OCC(=O)c2ccc(Br)s2)cc1
 : 5	1	-3%	20%	-5%	-6.9%	808	4%	18%	-3.4%
> Cc1cc2ccccn2c1C(=O)c1ccc(S(=O)(=O)N(C)C)cc1
 : 16	1	-1%	-2%	3%	-0.2%	722	-13%	-4%	0.2%
> O=C(NCC(c1cccnc1)N1CCN(c2ccccc2F)CC1)c1cccc(Cl)c1 (stereo not given)
 : 0	1.1	-2%	-1%	4%	-5.3%	695	-2%	13%	0.1%
> CC(C)c1csc(CN2CCN(Cc3ccccc3)C(CCO)C2)n1 (stereo not given)
 : -52	1.1	8%	9%	-3%	0.8%	607	5%	-2%	0.3%
> Cc1cc(C(C)(C)C)cc(C)c1S(=O)(=O)N1CC(=O)Nc2ccccc21
 : -7	.	.	0%	6%	.	651	.	-4%	0.4%
> COc1cc(C)nc(Oc2ccc(OCCOc3ccc(C)cc3)nn2)n1
 : .	1.1	-4%	-5%	-5%	2.6%	.	2%	-9%	0.8%
> Cc1ccccc1OC(=O)C1C(c2ccccc2)C(C(=O)O)C1c1ccccc1 (stereo not given)
 : 10	1.2	-5%	4%	-1%	-3.5%	738	-1%	20%	-0.1%
> O=C(OCn1nnc2ccccc2c1=O)C12CC3CC(CC(O)(C3)C1)C2
 : -3	1.1	11%	3%	2%	-15%	720	8%	-7%	-0.2%
> COc1ccc2c(CC(=O)OCC(=O)NC(N)=O)coc2c1
 : -22	.	.	7%	5%	.	728	.	6%	0.3%
> COc1ccc(C(=O)NCC(=O)OCC(=O)c2ccc(Cl)cc2)cc1OC
 : 6	1	7%	2%	-7%	-4.0%	661	6%	0%	0.1%
> CCOC(=O)c1ccc(NC(=S)N2CCCC(C)C2)cc1 (stereo not given)
 : 1	1.1	-3%	1%	5%	-1.4%	595	2%	-3%	0.2%
> CCN(CC)CCCNC(=O)Cn1ncc2c(=O)oc3ccc(C)cc3c21
 : .	1.1	7%	-2%	-3%	-3.2%	.	2%	-6%	0.9%
> COc1ccccc1/C=C/C(=O)NCc1ccccn1
 : 2	1.1	3%	6%	1%	-7.0%	665	-3%	9%	0.0%
> CCOC(=O)CC(NC(=O)C1c2ccccc2Oc2ccccc21)c1ccccc1Cl (stereo not given)
 : -32	1.3	0%	5%	19%	-14%	667	12%	11%	0.6%[50 µM]
> C=CCNC(=O)CC1C(=O)NCCN1Cc1ccc(-c2ccccc2)cc1 (stereo not given)
 : -6	1.1	19%	-21%	1%	-2.4%	664	6%	-15%	-0.2%
> Cc1cccc(NC(=O)COC(=O)c2ccc3c(=O)n4c(nc3c2)CCC4)c1
 : 4	1.1	14%	1%	3%	-1.7%	789	8%	25%	2.1%
> Cc1ccc(NC(=O)CN2CCc3ccccc3C2)cc1F
 : -6	.	.	3%	8%	.	725	.	-6%	-1.8%[50 µM]
> CNC(=O)c1c(C)nn(-c2ccc(F)c(Cl)c2)c1-c1cc(C)on1
 : 6	.	.	6%	3%	.	704	.	-2%	.
> COc1ccc(OC)c(-n2nnnc2SCC(=O)N2CCN(C(=O)c3ccco3)CC2)c1
 : -28	1.1	7%	.	-2%	-0.9%	710	3%	.	-3.9%
> COc1cccc(NC(=O)Nc2ccc(Cc3ccncc3)cc2)c1
 : -6	1.3	9%	1%	-4%	-5.8%	640	26%	13%	2.8%
> O=S1(=O)CCC(NCC2CCCO2)C1 (stereo not given)
 : .	1.1	-5%	-7%	-1%	-1.7%	.	-1%	-4%	0.7%
> O=C(N/N=C/c1cccnc1)c1ccc(S(=O)(=O)N2CCCCCC2)cc1
 : 3	.	.	6%	9%	.	693	.	-2%	0.0%
> CC[n+]1c(/C=C2\C=C(C)CC(C)C2)sc2ccccc21 (stereo not given)
 : .	1	-90%	7%	0%	0.3%	.	-25%	-7%	-0.7%
> Cc1ccc(C2=NNC(=O)C(c3ccc(Cl)cc3)C2)cc1 (stereo not given)
 : 3	1.1	7%	-1%	2%	-4.1%	753	10%	-10%	-0.1%
> COc1cccc(C2C(C(N)=O)=C(C)Nc3nc(CCCO)nn32)c1OC (stereo not given)
 : 0	1.1	-12%	6%	13%	-2.1%	723	-14%	-12%	6.0%
> O=C(c1ccccc1)N1CCCOC1c1ccccc1 (stereo not given)
 : .	1.1	1%	-3%	-4%	-3.8%	.	-7%	7%	1.3%
> Cc1occc1C(=O)NNC(=S)NCC(C)C
 : 1	1.2	-8%	9%	-4%	-9.9%	744	-9%	-8%	-1.3%

As a short view, 2 of the compounds above.
Results follow in this order: Lipid droplet	TNAP activators	PMI inhibition	P. falciparum M1AAP	Siah-1 displacement	XIAP antagonists	Lipid droplet cells 6.5 µM	human PMI inhibition	M17LAP inhibition	UTI89 phage lysis
> CNC(=O)c1c(C)nn(-c2ccc(F)c(Cl)c2)c1-c1cc(C)on1
 : 6	.	.	6%	3%	.	704	.	-2%	.
> COc1ccc(OC)c(-n2nnnc2SCC(=O)N2CCN(C(=O)c3ccco3)CC2)c1
 : -28	1.1	7%	.	-2%	-0.9%	710	3%	.	-3.9%

(cont.)
Results follow in this order: Lipid droplet	TNAP activators	PMI inhibition	P. falciparum M1AAP	Siah-1 displacement	XIAP antagonists	Lipid droplet cells 6.5 µM	human PMI inhibition	M17LAP inhibition	UTI89 phage lysis
> O=C(CC1OC(=O)c2ccccc21)NC1CCCCC1 (stereo not given)
 : .	1.1	14%	7%	5%	-4.2%	.	3%	7%	0.0%
> Cc1ccc(-n2c(Cn3nc(C(F)(F)F)cc3C)n[nH]c2=S)cc1
 : -3	0.8	14%	-2%	-3%	-1.6%	799	10%	-17%	-1.0%
> O=C(c1cc2c(=O)oc3ccccc3c2s1)N1CCOCC1
 : 3	1.1	9%	0%	5%	0.1%	691	6%	1%	1.7%
> NC(=O)c1sc2nc3c(c(-c4ccc(Cl)cc4)c2c1N)CCCC3
 : 4	1.1	-34%	11%	3%	-2.6%	774	-23%	0%	0.0%
> CCCC(=Nc1ccccc1OC)C1=C(O)CC(c2ccccc2)CC1=O (stereo not given)
 : 6	1	25%	-4%	3%	-7.5%	787	14%	-7%	-4.4%
> CCNC(=S)NNC(=O)c1csc2c1CCCC2
 : .	1	-7%	9%	-1%	-9.0%	.	-12%	5%	2.8%
> COC(=O)C(NC(C)=O)(Nc1nc2c(C)cc(C)cc2s1)C(F)(F)F (stereo not given)
 : -7	1	-6%	2%	-2%	-4.6%	769	-9%	7%	-0.9%
> Cc1ccc2oc(-c3ccc(NC(=O)CC(C)C)cc3)nc2c1
 : .	1.1	4%	-1%	9%	-0.3%	.	0%	-4%	-1.9%
> N#CC(C#SN)=C1CCCCC1
 : .	1.5	1%	-6%	-4%	-6.8%	.	-16%	-8%	-0.4%
> O=C(Cn1[nH]c(=O)c2ccccc2c1=O)Nc1cccc(-c2nnc3n2CCCCC3)c1
 : .	1	0%	.	-2%	-7.0%	.	2%	.	-1.1%
> CCCC(=O)Nc1nc(-c2ccc3c(c2)CCN3S(C)(=O)=O)cs1
 : .	1	-1%	-1%	1%	-5.4%	.	1%	17%	0.1%
> CC1(C)Cc2noc(N)c2C(C)(C)N1OC(=O)c1scc2c1OCCO2
 : .	1	2%	1%	-2%	-3.2%	.	0%	0%	2.1%
> CCOc1[nH]n(-c2ccccc2)c(=O)c1C=Nc1ccc(OC)cc1
 : -9	1.2	14%	3%	-3%	-2.9%	718	3%	2%	1.8%
> CC(C)[C@H](NS(=O)(=O)c1ccc2c(c1)OCCO2)C(=O)OCC(=O)Nc1cc(Cl)ccc1Cl
 : -30	1.1	13%	-1%	-3%	-3.0%	642	20%	-3%	-0.2%
> CN1CCN(C2=C(Cl)C(=O)N(c3cccc(Cl)c3)C2=O)CC1
 : -8	1	-13%	8%	7%	-10%	599	0%	12%	0.4%
> CCSC1=C(C#N)C(c2ccccc2OC)CC(=O)N1 (stereo not given)
 : 6	1.1	15%	5%	3%	-4.3%	754	11%	-4%	0.4%
> COC(=O)C(C(=O)OC)c1ccc(-n2cccc2)cc1
 : 16	1	15%	5%	-4%	-8.3%	633	11%	3%	0.4%
